# HUVEC prolif 384 = blocks proliferation of human endothelial cells; viability, % at 10 µM (by protocol); actives 1.1% (n = 86,000); HUVEC proliferation, CellTiter-Glo luminescence, 72 h; stronger effect = lower value; AID 648;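 active = viability at or below 30%; inactive = viability above 30%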;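 also: 100% = median luminescence of DMSO-only cell control wells on each plate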
# Fibroblast inh = blocks proliferation of human lung fibroblasts; LL 47 human lung fibroblast viability, ATP luminescence; stronger effect = lower value; viability, % at 10 µM; actives 1.1% (n = 85,000); AID 719;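 active = viability at or below 50% in the single dose screen; inactive = viability above 50%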;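 also: compound exposure lasted 72 h before the ATP readout; 100% = median luminescence of untreated cell-only wells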
#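 Test system: LL 47 human lung fibroblasts / Quantity: 1,150 cells in each well / Medium: IMEM growth medium with 15% fetal bovine serum / Incubation: 72 h compound exposure at 37 °C after overnight plating / Detection: CellTiter-Glo luminescence measuring cellular ATP / Read-out: % viability versus median cells-only luminescence / Benchmarks: cell-only wells, no compound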
# TNFa cytotox = toxic to HUVEC cells under TNF alpha stimulation; HUVEC TNFalpha-stimulated, Hoechst cell count, imaging; cell count reduction, % at 2 µM; actives 0.17% (n = 93,000); AID 848;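 active = cell count reduction exceeding the screen mean by over 5 SD, scaled to untreated wells per plate, cut at about 78% in these data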;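 also: cells counted after 24 h of TNF alpha exposure following the 1 h pretreatment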
# H69AR inhibit = blocks growth of human H69AR lung tumor cells | H69AR lung tumor viability, ATP luminescence, 72 h; stronger effect = lower value | AID 598 | viability, % at 10 µM | actives 6% (n = 85,000);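 active = viability at or below 40%; inactive = viability above 40%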;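 also: multidrug resistant small cell line overexpressing MRP-1 efflux transporter; 100% = mean luminescence of untreated control wells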
# VCAM1 TNFa inh = reduces TNF alpha induced VCAM1 expression in HUVEC; HUVEC TNFa-induced VCAM-1 immunofluorescence, high-content imaging; actives 0.48% (n = 95,000); AID 802; inhibition, % at 2 µM;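 active = inhibition above the batch mean plus 3 SD, with images confirmed as a hit by eye, cut at about 37% in these data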;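 also: 0% = TNF-stimulated DMSO wells and 100% = unstimulated control wells; not every result past the cut was called active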
# cytoskel mod = alters cytoskeleton assembly in HUVEC cells; HUVEC TNFa F-actin phalloidin imaging, high content; inhibition, % at 2 µM; actives 0.18% (n = 91,000); AID 836;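 active = inhibition above the batch mean plus 3 SD and confirmed as a hit by visual image inspection, cut at about 30% in these data, passing the limit was not always enough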; also: strong numbers were not always called active
# Pyk2 oligo antag = antagonists of human Pyk2 oligomerization. Q293 cells, Pyk2 FERM NanoBiT luminescence; stronger effect = lower value. z-score (the deposit names both 25 µM and 10 µM). actives 0.83% (n = 99,000);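 active = Z-score of -3 or lower, scaled per plate to the spread of control and sample wells; inactive = z-score above -3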;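 also: negative z-score means lost luminescence so less FERM oligomerization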
# Target sequence (Q14289 whole entry, looked up): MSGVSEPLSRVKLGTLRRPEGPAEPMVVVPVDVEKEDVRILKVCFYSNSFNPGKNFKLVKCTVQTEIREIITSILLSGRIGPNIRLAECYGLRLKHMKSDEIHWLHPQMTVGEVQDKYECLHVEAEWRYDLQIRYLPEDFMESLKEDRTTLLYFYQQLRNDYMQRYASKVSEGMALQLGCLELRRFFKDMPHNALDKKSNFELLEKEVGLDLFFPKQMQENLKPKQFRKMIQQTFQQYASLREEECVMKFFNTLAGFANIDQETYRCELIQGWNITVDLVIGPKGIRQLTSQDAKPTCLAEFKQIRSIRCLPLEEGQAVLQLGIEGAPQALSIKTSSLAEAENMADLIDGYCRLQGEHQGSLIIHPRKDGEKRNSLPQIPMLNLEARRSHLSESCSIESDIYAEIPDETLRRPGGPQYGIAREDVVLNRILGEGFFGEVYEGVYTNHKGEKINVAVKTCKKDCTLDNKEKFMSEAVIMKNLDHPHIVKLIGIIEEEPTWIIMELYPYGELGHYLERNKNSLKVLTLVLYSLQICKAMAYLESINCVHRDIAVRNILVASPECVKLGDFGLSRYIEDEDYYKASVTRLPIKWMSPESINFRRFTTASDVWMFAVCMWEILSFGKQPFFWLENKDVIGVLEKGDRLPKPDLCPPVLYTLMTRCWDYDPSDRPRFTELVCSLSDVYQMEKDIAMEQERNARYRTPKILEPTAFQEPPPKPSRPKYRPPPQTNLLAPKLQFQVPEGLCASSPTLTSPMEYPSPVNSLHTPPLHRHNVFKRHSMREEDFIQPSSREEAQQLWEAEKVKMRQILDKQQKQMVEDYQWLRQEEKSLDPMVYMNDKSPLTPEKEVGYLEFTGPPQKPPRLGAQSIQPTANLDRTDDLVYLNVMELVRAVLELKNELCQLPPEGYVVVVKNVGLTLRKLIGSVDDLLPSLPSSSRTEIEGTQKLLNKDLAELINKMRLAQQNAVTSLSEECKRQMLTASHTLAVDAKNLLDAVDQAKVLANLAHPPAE
# HUVEC tox IL1B = HUVEC cytotoxicity counter-screen, IL-1B stimulated; HUVEC cell count loss, Hoechst imaging; cell count reduction, % at 2 µM; actives 0.41% (n = 94,000); AID 845;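 active = cell count reduction more than 3 SD above the screen-wide mean, cut at about 70% in these data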;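 also: normalized per plate to untreated control cells as the no-loss baseline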
# Smad3 inh = Smad3 (human) transcription factor binding inhibition. P84022. TR-FRET Smad3/Dy647-FoxH1 peptide binding, europium anti-His. inhibition, % at 25 µM. actives 0.29% (n = 88,000);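 active = compounds that reduce the energy-transfer binding signal between the protein and its labelled peptide by more than half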;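 also: 0% = Smad3 plus labelled peptide maximal FRET and 100% = peptide-only background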
# Active calls of the source: *; / = not tested or not shown; [ ] = dose if it differs, or a comment.
compound,HUVEC prolif 384,Fibroblast inh,TNFa cytotox,H69AR inhibit,VCAM1 TNFa inh,cytoskel mod,Pyk2 oligo antag,HUVEC tox IL1B,Smad3 inh
COC(=O)c1sccc1NC(=O)CSc1ccccc1NS(=O)(=O)c1ccccc1Cl,/,/,-6,/,8,-23,-2.7,-7,/
O=C(COc1cccc(NC(=O)c2ccco2)c1)c1ccc(F)cc1,82,122,7,83,0,0,1.4,11,3
COCCn1c(SCC(=O)NCc2ccco2)nnc1C(C)C,97,105,2,95,2,16,-0.1,-12,8
COCCCNc1oc(-c2ccccc2OC)nc1C#N,97,101,-30,89,4,-6,0.34,24,-4
COc1ccc(Cl)c(Cn2c(NCc3ccccn3)nc3c2c(=O)n(C)c(=O)n3C)c1,84,88,/,93,/,/,-0.53,-24,8
C=CCn1c(SCC(=O)c2ccc(CNC(C)=O)o2)nc2ccccc2c1=O,88,97,-32,84,17,-11,1.6,-106,11
Cn1c(CN2CCCC2)nc2cc(NC(=O)COc3ccccc3)ccc21,/,/,6,/,-11,-32,1.2,12,/
Cn1c(SCC(=O)c2ccccc2)nnc1-c1cnccn1,97,107,/,96,/,/,0.14,/,-7
CN(C(=O)COc1ccc(C(C)(C)C)cc1)C1CCS(=O)(=O)C1 (stereo not drawn),95,100,-7,81,-1,9,-0.01,-22,10
Cc1nnc2ccc(N3CCN(c4cccc(C(F)(F)F)c4)CC3)nn12,96,107,/,58,/,/,/,/,7
Cc1cc(C)cc(N(CC(=O)NCC2CCCO2)S(=O)(=O)c2c(C)noc2C)c1 (stereo not drawn),94,97,-7,92,5,-12,/,0,0
CCCCC(=NCCO)C1=C(O)C(C(=O)OC)C(C)(C)CC1=O (stereo not drawn),110,99,-7,89,-13,9,-0.41,-56,1
COc1ccc(CCn2c(=N)c(C(=O)NCc3ccco3)cc3c(=O)n4ccccc4nc32)cc1,/,/,-2,/,-10,6,-0.33,3,/
CC1(C)CC(=O)C2=C(C1)NC(=O)CC2c1ccccc1F (stereo not drawn),110,105,-25,89,0,-2,-0.44,-10,11
Cc1ccc(CCN2CC(C(=O)NCCCN(C)Cc3ccccc3)CC2=O)cc1 (stereo not drawn),/,/,-9,/,-12,20,1.2,-107,/
CCN1C(=O)/C(=c2\o/c(=C3\C=Cc4ccccc4N3CC)c(=O)n2CC)SC1=S,92,87,6,40,10,-24,-0.29,-26,2
N#CCCN1CCN(C(=S)c2ccc(-c3ccc(Cl)cc3)o2)CC1,107,94,/,86,/,26,0.43,-6,-4
Nc1nnnn1/N=C/c1ccccc1OCc1ccccc1,91,98,-35,94,-3,27,-1.4,-14,1
COc1ccccc1C(=O)Nc1ccc2c(c1)nc(CN1CCN(C(C)=O)CC1)n2C,93,109,-10,89,90*,6,-0.22,21,-3
CC1(C)CC(=O)CC(C)(C)N1OC(=O)c1ccco1,103,99,-9,99,16,-3,2.7,5,0
C=CCn1c(Cc2ccc(OC)cc2)nnc1SCC(=O)NCCc1ccccc1,102,106,-10,99,16,4,-0.43,-15,13
CC(=O)Nc1sc2c(c1C(c1ccc(Cl)cc1)N1CCOCC1)CCCC2 (stereo not drawn),92,86,-9,91,-23,-8,-2,-8,-3
O=C1C2C3C=CC(C3=C3CCCCC3)C2C(=O)N1Cc1ccccc1 (stereo not drawn),97,95,0,140,2,-18,-0.15,-1,8
Cc1cccc(C)c1OCC(=O)NNC(=O)c1ccoc1C,/,/,-11,/,7,0,-1.1,11,/
O=S1(=O)CCN(Cc2ccc(Cl)c(Cl)c2)CC1,/,/,-22,/,13,-9,2,-9,/
CCOC(=O)N1CCN(C(=O)c2ccc(OCC)c(OCC)c2)CC1,91,101,-18,57,2,0,-0.38,1,13
Cc1ccc(NC(=O)CS(=O)CC(=O)N(CC(=O)NC2CCCC2)c2cccc(C)c2C)cc1 (stereo not drawn),83,96,-27,99,0,/,-0.76,-39,-17[fluorescence artefact?]
CCOC(=O)C(/C=C(\C#N)C(=O)OCC)=C(/N)N1CCN(c2ccc(Cl)cc2)CC1,101,104,-10,63,11,-18,-0.19,-9,9
Cc1ccsc1C(=O)Nc1nnc(-c2ccco2)o1,68,69,4,41,21,14,1.8,-23,-11
COc1ccc2[nH]c(=O)c(CN(C(=O)NC3CCCCC3)C3CCCCC3)cc2c1,87,84,/,90,/,/,-0.37,/,4
CC(C)[C@H](N)c1nnc(SCc2ccc(Cl)cc2)o1,101,103,-23,95,15,-20,0.03,-26,13
COc1ccc(/C(C)=C2/SC(=S)N(CCC(=O)O)C2=O)cc1,94,97,-12,72,-5,-17,1.4,-4,-2
Cc1cc(SCC(=O)N2CCC(c3noc4ccc(F)cc34)CC2)nc2ccccc12,89,97,12,57,-6,-4,-0.89,14,6
CN(C)c1nc(N(C)C)nc(N2CCCCC2)n1,105,97,-14,102,2,10,0.88,-6,1
Cc1cccc(-c2nc(CN3CCCC(C(=O)NC4CCCCCC4)C3)c(C)o2)c1 (stereo not drawn),35,94,-16,40*,27,/,-0.73,-66,7
O=C(c1ccc(Br)cc1)c1cc([N+](=O)[O-])ccc1N1CCCCC1,/,/,63,/,92*,-39,-0.49,63,/
CC1CCCN(C(=O)CCCn2c(=S)[nH]c3ccccc3c2=O)C1 (stereo not drawn),98,95,-21,97,6,18,0.13,2,5
Cc1oc(-c2ccccc2F)nc1CN1CCC(C(=O)NC2CC2)CC1,104,103,-9,107,-8,6,0.87,-16,-4
CCOC(=O)c1ccc(NC(=O)CSc2nnnn2CCCO)cc1,98,99,-9,105,12,9,-0.45,-2,6
Cc1cc(C)n(CC(=O)c2ccccc2)c(=O)c1C#N,95,106,-8,88,16,-2,-0.48,-17,-7
COc1ccccc1NC(=O)N(C1CCCC1)C1CCN(C(C)=O)CC1,111,98,-8,89,10,8,/,-25,-13
CCCNC(=O)Cn1c2ccccc2c2nc(=O)cc(C)n21,/,/,-32,/,9,7,/,7,/
O=C(Cc1cn2ccsc2n1)Nc1ccccn1,94,92,-2,103,-10,-30,-0.66,31,2
Cn1c(SCc2c(F)cccc2Cl)nnc1-c1cccs1,105,112,-1,98,2,4,0.44,-22,-4
Cc1cc(NC(=O)C2CCCN(S(=O)(=O)c3cnc[nH]3)C2)ccc1Br (stereo not drawn),98,101,-36,72,14,3,/,8,2
CCN(CC)CCOc1nnc(-c2ccc(C)cc2)c2ccccc12,96,96,-16,76,-27,/,0.02,13,4
Cc1cc(C)nc(NS(=O)(=O)c2ccc(Br)cc2)n1,101,108,-17,98,-35,-5,0.86,-24,-10
CCN(CC)C(=O)C(C)OC(=O)c1ccc(O)cc1 (stereo not drawn),104,105,-32,106,4,5,0.76,-46,-7
Nc1cc(C(=O)O)ccc1N1CCCCC1,87,95,0,94,-3,-12,0.22,-17,9
CCOC(=O)c1c(C)[nH]c(C(=O)COC(=O)CSCC(=O)N(CC)CC)c1C,70,100,-21,93,-25,-9,0.11,-7,-4
Cn1c(CCNC(=O)c2ccco2)nc2cc(NS(=O)(=O)c3ccccc3)ccc21,97,100,-28,87,-19,27,0.84,-48,-1
CCOC(=O)c1cc(C)n(-n2cnnc2)c1C,103,98,4,104,13,-23,-0.1,-24,0
C=CCN1CC(c2nc3ccccc3n2CCOc2ccccc2)CC1=O (stereo not drawn),91,87,-1,/,-11,/,0.25,16,-17
COn1c(-n2nc(C)cc2C)nc2ccccc2c1=O,93,104,-33,90,3,-8,-0.79,16,-3
CC(C)Sc1nnc(-c2c[nH]c3ccccc23)n1C,91,85,/,68,/,/,/,/,-2
COC(=O)c1c(O)c2ccccc2[nH]c1=O,100,99,-5,99,4,13,0.24,-2,4
COC(=O)C1=C(C(=O)OC)C2(OC1c1cccc(F)c1)C(=O)c1ccccc1C2=O (stereo not drawn),93,105,-6,96,0,3,0.49,8,-4
COc1ccc(CCN2C(=O)CC(NCCc3ccc(S(N)(=O)=O)cc3)C2=O)cc1OC (stereo not drawn),91,95,-44,92,-9,/,0.64,3,6
CN(CCNC(=O)c1cccc(N2CCCC2=O)c1)Cc1ccccc1,87,98,-9,91,-20,-3,-0.64,7,6
COc1cc(N2CCCC2)c(OC)cc1/C=C(/C#N)c1cccc(Br)c1,100,89,-13,67,12,20,-1.5,10,0

# (listing goes on)
compound,HUVEC prolif 384,Fibroblast inh,TNFa cytotox,H69AR inhibit,VCAM1 TNFa inh,cytoskel mod,Pyk2 oligo antag,HUVEC tox IL1B,Smad3 inh
CCOc1ccc(C2C=C(c3ccccc3)Nc3ncnn32)cc1 (stereo not drawn),109,112,-13,105,19,5,/,-53,4
COCCCNC(=O)CCc1nc2cccnc2n1Cc1ccccc1,93,105,-14,90,-11,-2,0.75,-18,-2
O=C(Nc1ccc(Br)cc1)c1cccnc1N1CCCCC1,115,86,-7,52,13,-2,0.42,13,11
COCCNC(=O)CSc1nc2nc(C)cc(C)n2n1,95,99,-27,/,-14,11,1.6,-9,-8
COc1ccc(C(=O)Nc2cc(C)ccc2NC(=O)COc2ccccc2)cc1,/,/,-2,/,-9,5,-1.8,2,/
CC1(C)CC(=O)c2c(-c3cccnc3)n[nH]c2C1,98,111,-5,97,9,-6,-0.02,-26,7
CC(C)C(C(=O)NCC1CCCO1)N(Cc1ccco1)C(=O)CNS(=O)(=O)c1ccc(F)cc1 (stereo not drawn),99,100,-26,95,5,32,2.4,-4,4
Cc1ccc(-c2nn(CCC(=O)NCC3CCCO3)c(=O)c3ccccc23)cc1 (stereo not drawn),81,86,4,89,6,-5,-0.11,-10,0
Cc1ccccc1C1NS(=O)(=O)N=C1N (stereo not drawn),101,100,3,106,-13,1,-0.49,1,-2
CC(=O)NC(Cc1cc(C)ccc1C)C(=O)N1CCN(C(=O)Nc2ccc(C(C)=O)cc2)CC1 (stereo not drawn),83,95,-27,80,15,28,-0.45,-2,0
O=C1C2C3C=CC(C4CC34)C2C(=O)N1/N=C/c1ccc(-c2ccc(Cl)cc2[N+](=O)[O-])o1 (stereo not drawn),76,94,-6,82,17,-14,-0.07,-10,3
CCOC(=O)C1CCN(S(=O)(=O)c2ccc(Cl)cc2OC)CC1,105,100,-10,97,-8,-2,0.67,-5,-2
COC(=O)c1cc2nc(-c3ccccc3)cc(C)n2n1,99,100,/,89,/,/,-0.38,13,-12
O=c1oc(-c2cccs2)nc2scc(-c3cccs3)c12,86,101,-14,99,8,16,0.48,-16,-1
C=CCn1c(N)nc2ccccc21,/,/,-24,/,-7,11,0.2,6,/
Cc1sc(NC(=O)c2cc(-c3ccc(Cl)cc3)nc3ccccc23)c(C(N)=O)c1C,/,/,5,/,1,-25,-2.1,-21,/
COc1ccccc1C(=O)Nc1ccc(S(=O)(=O)N2CCOCC2)cc1,110,103,-7,82,13,7,-1.3,-16,-7

# Shown with values under each structure: entries from further up
# Under each structure – HUVEC prolif 384 | Fibroblast inh | TNFa cytotox | H69AR inhibit | VCAM1 TNFa inh | cytoskel mod | Pyk2 oligo antag | HUVEC tox IL1B | Smad3 inh
O=C(Nc1ccc(Br)cc1)c1cccnc1N1CCCCC1
  115 | 86 | -7 | 52 | 13 | -2 | 0.42 | 13 | 11
COCCNC(=O)CSc1nc2nc(C)cc(C)n2n1
  95 | 99 | -27 | / | -14 | 11 | 1.6 | -9 | -8

# This is a subset, so the mix of outcomes need not match the whole.
